# Dynein transport: blocks dynein driven cargo transport along microtubules; 3617.4 mouse cells, GR-EGFP nuclear translocation imaging; test concentration mostly 20 µM; stimulated with dexamethasone, 1 µM; hits give low values; z-score, hits read low; 220,000 compounds, 0.47% hits;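 active = plate z-score of nuclear minus cytoplasmic receptor signal below a set negative limit, without overly bright fluorescence or cell loss, cut at about -3.5 in these data, passing the limit was not always enough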;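 also: z-score of nuclear minus cytoplasmic ring GR-EGFP intensity difference per well; some compounds called inactive have numbers as strong as hits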
#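 Medium: Induction medium lacking tetracycline, stripped serum | Probe or stimulus: 1.0 µM final dexamethasone stimulus | Schedule: 48 h induction, then 1 h compound, then 30 min agonist, 37 °C | Signal: Automated 10x imaging of fixed Hoechst-stained cells | Evaluation: Per-cell GR-EGFP intensity, nucleus versus surrounding cytoplasmic ring, well-averaged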
# Ins promoter up: MIN6 insulin promoter up-regulation; z-score at 5 µM; AID 1625; MIN6 insulin promoter-GFP reporter, high-content imaging; hits give high values; 190,000 compounds, 0.3% hits;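 active = z-score above 3 at 5 µM with at least 500 cells counted in the well; inconclusive = wells under 500 cells, flagged as cytotoxic or low count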
# Yfh1-off respiration: enhancers of respiration in Yfh1-depleted yeast, dose response, Friedreich's ataxia, plus single-dose screen (AID 1465) | S. cerevisiae Yfh1-off respiration, WST-1 reduction, 72 h; higher fold induction means a stronger effect | fold induction at 50 µM; hits with a dose series show EC50 in µM | 220,000 compounds, 0.074% hits;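 active = fold induction of absorbance versus untreated yeast above a set limit, then at least 30% activation at any dose in follow-up; inconclusive = repeats straddling the limit, or above it without dose testing; inactive = fold induction below the set limit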;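 also: activators that raise dye reduction in frataxin-depleted yeast; strong numbers were not always called active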
# HEK293 NOD2/NF-kB: NOD2 signaling inhibitors, cell-based, luminescence, uHTS, HEK293 (AID 1566); 290,000 compounds, 0.63% hits; HEK293 NOD2/NF-kB luciferase reporter, luminescence; higher % means a stronger effect; one-dose inhibition, % at 4 µM; EC50 in µM for titrated hits; in the data active = inhibition above about 50%; also: many of its hits are not listed in these tables
# Lipid droplet: hepatic lipid droplet formation modulation; AML12 mouse hepatocytes, oleate lipid droplets, BODIPY imaging; inhibition, % at 6.5 µM; 240,000 compounds, 0.4% hits;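 active = lipid droplet intensity inhibited by at least 50%, with more than 500 cells counted; inconclusive = wells with under 300 cells, treated as cytotoxic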
#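 Test system: AML12 mouse liver cells; schedule: overnight exposure; technique: high-content imaging of BODIPY-stained droplets and DAPI nuclei; read-out: % inhibition of corrected integrated BODIPY droplet signal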
# Autophagy HCS: alters autophagy in cells. AID 463193. calls only at 10 µM (by protocol). 190,000 compounds, 0.98% hits. MEF GFP-LC3 puncta imaging; test concentration mostly 10 µM;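 active = percentage of spot-positive cells more than 3 SD above its plate mean, without a fluorescence outlier flag or 80% toxicity; inconclusive = no clear call, values can overlap the other calls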;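 also: spot-positive cell cutoff set from DMSO-treated cells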
# MT stabilize HCS: microtubule stabilizers in HeLa cells | % tubulin-high responders, % at 10 µM | HeLa tubulin immunostaining HCS, 24 h; share of cells brighter than vehicle mean+2SD | 200,000 compounds, 0.83% hits | AID 2205;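 active = plate Z-score above 3 for both tubulin-high and condensed-nucleus cell shares, with cell loss under 80%, at 10 µM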;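 also: anti alpha tubulin signal scored within the nucleus-defined area of each cell; some results filed as inactive read as strong as hits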
# WT yeast gro inh: growth inhibition of WT yeast, mitochondrial fusion screen | mitochondrial fusion phenotypic screen, WT strain | inhibition, % at 10 µM | 190,000 compounds, 2.1% hits | AID 1362; in the data active = inhibition above about 58%; tested in S. cerevisiae
# bCat nuc transl: modulators of beta-catenin nuclear translocation | HeLa beta-catenin nuclear translocation, immunofluorescence imaging | nuclear translocation activity, % at 5 µM | 190,000 compounds, 0.3% hits;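 active = nuclear translocation activity above 50% at 5 µM, with a well cell count of 50 or more; inconclusive = wells under 50 cells across six images, flagged as toxic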;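 also: per-cell ratio of nuclear to cytoplasmic median beta-catenin stain intensity; plate controls were DMSO negative control for no effect and GSK-3 inhibitor IX positive control for full effect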
#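 Test system: human HeLa cells, native beta-catenin. Compound dosing: 5 µM primary single dose, 0.1% DMSO, 0.02–20 µM confirmation series. Incubation: compound exposure 24 h at 37°C. Detection: beta-catenin immunostaining with DAPI counterstain, 20x imaging, 6 fields/well. Read-out basis: Nuclear/cytoplasmic beta-catenin signal ratio, % activation.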
# WT yeast gro inh mutant strain: second read-out of WT yeast gro inh, no call of its own (marks repeat the call); inhibition, %; mitochondrial fusion phenotypic screen, mutant strain inhibition
# Dynein transport cytoplasmic EGFP: second read-out of Dynein transport, no call of its own (marks repeat the call); z-score; measured here: cytoplasmic GR-EGFP intensity; hits give high values
# Dynein transport nuclear GR-EGFP: also measured in Dynein transport; calls as there; z-score; measured here: nuclear GR-EGFP intensity;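 lower value marks the stronger effect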
# Dynein transport cell count: further read-out of Dynein transport, marked with its call; z-score; measured here: cell count per field
# Ins promoter up cell count: also measured in Ins promoter up; calls as there; cell count; measured here: cytotoxicity, nuclei count;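 total cells summed across four imaged fields per well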
# Lipid droplet cells 6.5 µM: further read-out of Lipid droplet, marked with its call; cell count; measured here: cell count, cytotoxicity flag;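 cells counted across two imaged fields per well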
# bCat nuc transl cell count 5 µM: recorded beside bCat nuc transl, whose call it bears; cell count; measured here: cell count, cytotoxicity flag
# MT stabilize HCS Hoechst-high %: also measured in MT stabilize HCS; calls as there; % Hoechst-high responders; measured here: nuclear condensation Hoechst responders;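 share of cells brighter than vehicle mean plus two SD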
# MT stabilize HCS cytotoxicity %: recorded beside MT stabilize HCS, whose call it bears; toxicity, %; measured here: cytotoxicity by cell density;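 0% = mean cell density of plate MIN control wells and 100% = no cells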
# Autophagy HCS cell loss 18 h: second read-out of Autophagy HCS, no call of its own (marks repeat the call); toxicity, %; measured here: cell loss, nuclei count;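 cell loss after 18 h compound exposure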
# An asterisk follows results filed as active; i = inactive; u = inconclusive; x = not tested or not shown.
SMILES,Dynein transport,Dynein transport cytoplasmic EGFP,Dynein transport nuclear GR-EGFP,Dynein transport cell count,Ins promoter up,Ins promoter up cell count,Yfh1-off respiration,HEK293 NOD2/NF-kB,Lipid droplet,Lipid droplet cells 6.5 µM,Autophagy HCS,Autophagy HCS cell loss 18 h,MT stabilize HCS,MT stabilize HCS Hoechst-high %,MT stabilize HCS cytotoxicity %,WT yeast gro inh,WT yeast gro inh mutant strain,bCat nuc transl,bCat nuc transl cell count 5 µM
Cn1c2ccc(F)cc2c2ncn(Cc3ccco3)c(=O)c21,-0.48,-0.23,-0.43,0.18,0.33,767,i,9%,4,743,i,-4,2.0,2.4,8.2,5,5,-0.3,1096
c1ccc2c(CCNc3ncnc4nc[nH]c34)c[nH]c2c1,-0.56,-0.21,-0.083,0.56,x,x,i,-22%,4,614,i,14,17*,24*,51*,-4,-11,13,855
CN1CCC(N2CCCC(C(=O)O)C2)CC1 (stereo not drawn),1.9,-0.05,0.45,-1.4,x,x,i,11%,6,804,i,3,0.6,1.1,14,-8,-9,x,x
Cc1ccc(-c2nnc(-c3cccs3)o2)cc1,0.65,-0.29,-0.049,0.45,0.89,1548,i,-166%,2,732,i,9,3.8,1.9,8.6,-3,-16,0.8,1505
CCNc1nnc(-c2ccc(C)cc2)o1,-1.2,-0.44,-0.59,0.4,-0.14,1254,i,-39%,x,x,i,-53,2.3,1.8,7.0,6,0,-0.1,965
NC1=NC(=O)/C(=C\C=C\c2ccccc2)S1,0.97,-0.13,1.2,-2.8,-0.11,1626,i,-13%,3,613,i,24,5.0,1.4,6.0,-3,-4,-2.7,1076
O=C(Nc1ccc(C(=O)O)cc1)/C(=C/c1cccc(Br)c1)NC(=O)c1ccco1,0.53,-0.16,0.35,0.022,-0.67,1701,i,3%,-9,651,i,-11,4.6,2.6,8.9,-8,-19,-3.6,997
COc1ccccc1CN1CCN(Cc2nc(Cc3ccccc3)no2)CC1,-0.7,-0.24,-0.82,1.8,-0.18,1512,i,0%,10,611,i,7,4.8,1.7,9.0,11,-11,1.5,1465
O=P(OC1CCCCC1)(OC1CCCCC1)C(O)c1ccccc1 (stereo not drawn),0.31,-0.034,0.37,0.16,-0.4,1065,i,-2%,-10,819,i,8,1.6,1.5,5.7,0,-18,x,x
Cc1ccc(CC(=O)NCCC(=O)O)cc1,0.22,-0.07,0.52,-0.51,0.08,1126,i,10%,2,722,x,x,x,x,x,x,x,1.2,1246
C/C(CC(O)(/C=N/O)c1ccccc1)=N\O (stereo not drawn),-0.75,-0.23,-0.11,-0.14,-0.01,1236,i,12%,-5,652,i,0,2.0,2.5,7.3,-9,0,-0.1,1094
O=C(CCSc1nnc2ccccn12)Nc1ccc(F)cc1,0.21,-0.22,0.088,-0.37,x,x,i,-3%,-2,758,i,-9,2.1,2.0,4.1,-25,-2,x,x
CC1(C)CC(=O)c2cc(C(=O)NCc3ccco3)c(=O)n(-c3ccc(Cl)cc3)c2C1,-0.82,0.14,-0.064,0.96,1.1,1321,i,-2%,2,702,i,2,3.0,2.1,7.9,-14,-1,x,x
Cc1cccc(-c2noc(CN(C(=O)/C=C/c3ccccc3Cl)C(C)C)n2)c1,-0.079,-0.2,-0.2,0.051,x,x,i,-16%,3,587,i,7,2.2,2.4,4.0,47,14,0.2,881
COc1cc(-c2nc3cnccn3c2Nc2ccccc2)ccc1O,0.87,-0.12,0.47,-0.57,x,x,i,-20%,21,691,x,x,9.1,1.7,7.1,0,-5,-0.7,1093
N#Cc1ccc(NC(=O)C2CC(c3ccc(F)cc3)=NO2)cc1 (stereo not drawn),1.2,-0.077,1.8,-1.9,0.12,1427,i,4%,x,x,i,-8,1.9,1.8,1.7,0,6,-1.2,907
C=CC[C@H]1Cc2c(cccc2[N+](=O)[O-])[C@H](CC=C)N1,-1.6,-0.2,-0.77,0.55,x,x,i,16%,-6,693,i,-21,2.5,1.8,6.4,7,8,-1.3,550
CC(=O)Nc1ccc(/C=N/Nc2ccc(C(=O)c3c(C)cc4ccccn34)cc2[N+](=O)[O-])cc1,2.6,-0.03,2.4,-2.5,-0.05,1101,i,-11%,32,701,x,x,x,x,x,x,x,0.4,1361
COc1ccccc1-c1ccc(SCC(=O)NCCc2ccccc2)nn1,0.59,-0.035,0.45,0.21,0.16,1180,i,-2%,-12,654,i,-8,2.3,3.0,14,-1,-13,0.5,1124
CCCn1nnc(NC(=O)c2ccc(Cl)cc2Cl)n1,-1.1,-0.34,-0.25,-0.058,0.94,1077,i,-67%,-2,829,i,-40,3.8,3.0,6.0,15,25,3.9,1054
C=CCNC(=O)C1CCN(S(=O)(=O)CC)CC1,-0.45,1.6,-0.068,0.29,1.2,1622,i,16%,x,x,i,-5,1.6,1.1,4.1,8,-6,-1.3,1421
Cc1ccc2cc(C#N)c(N3CCCN(S(=O)(=O)c4ccccc4)CC3)nc2c1,-0.93,-0.33,-0.23,0.43,-0.83,1143,i,9%,x,x,i,-8,3.7,3.3,11,24,25,-0.3,1219
COc1ccc(-c2csc(N3C(=N)SCC3=O)n2)cc1,0.2,-0.29,0.26,-0.13,x,x,i,-249%,x,x,i,17,1.7,1.8,0.9,-7,-15,x,x
COc1ccc(/C(C)=N/Nc2ccccc2Cl)c(O)c1,-0.077,-0.27,-0.44,0.65,-1.8,915,i,-33%,-3,691,x,x,x,x,x,x,x,-0.1,1318
O=C(Nc1ccccc1)c1sc(N2CCOCC2)nc1-c1ccccc1,0.88,-0.099,0.26,-0.77,0.33,1253,x,23%,2,683,i,-4,3.6,2.0,4.7,7,6,-0.1,1049
Nc1c(NCc2ccccc2)c(=O)c1=O,-0.091,0.24,0.35,-0.43,-0.05,1049,i,13%,0,680,x,x,x,x,x,x,x,1.3,1317
O=C(CCNC(=O)c1ccco1)NCc1ccccc1,-1.5,0.16,-0.5,1,-0.22,1003,i,21%,-4,815,i,0,2.2,1.6,11,-5,-3,x,x
O=C(c1ccc(Br)cc1)N1CCN(S(=O)(=O)c2ccccc2)CC1,-0.52,-0.16,-0.048,-0.07,x,x,i,4%,-10,592,x,x,5.8,1.9,3.9,13,-5,1.3,1081
CCOC(=O)C1CCN(C(=O)/C=C/c2ccc(OC)cc2)CC1,0.2,-0.25,0.26,1.2,0.52,844,i,-52%,x,x,i,-2,2.6,1.1,6.0,-5,6,x,x
Cc1ccc(C(=O)CSc2ccc(-c3cccnc3)nn2)cc1,0.23,-0.19,0.048,-0.001,0.09,1185,i,21%,-3,697,i,-8,1.5,1.3,1.8,-5,-29,1.2,1120
COC(=O)c1cc(-c2ccccc2)on1,0.45,-0.24,-0.71,0.36,0.09,1549,i,7%,x,x,i,2,1.5,2.2,3.7,4,7,3.5,1448
COc1ccc(/C=N/NC(=O)CCn2c3ccccc3c3ccccc32)cc1O,-0.66,-0.2,-0.52,0.41,-0.28,1254,i,-8%,-5,630,i,33,18*,63*,30*,12,0,53*,372*
CCOc1ccccc1N1CCN(C(=O)/C=C/c2cccc([N+](=O)[O-])c2)CC1,-0.033,-0.29,-0.079,1.7,-0.42,1244,i,41%,29,654,i,-3,3.1,2.1,11,10,-21,-4.4,544
COc1ccccc1OCCC(=O)OCC(=O)Nc1cccc(Br)c1,-0.24,-0.23,-0.36,0.25,-0.32,1631,i,-2%,-15,605,i,3,1.1,3.6,6.4,7,-6,-1.7,1141
O=C(N/N=C/c1ccc(Cl)cc1)c1sccc1OCc1ccc(F)cc1,x,x,x,x,0.4,1225,i,-34%,u,x,i,21,19*,39*,43*,4,13,-0.2,1068
CC1CN(Cc2nc3c(c(=O)n(C)c(=O)n3C)n2CCCc2ccccc2)CC(C)O1 (stereo not drawn),-0.74,-0.27,-0.65,-0.36,x,x,i,x,x,x,i,-6,3.9,1.4,3.7,x,x,x,x
COc1cc(/C=C/C(=O)OCc2cn3cc(Cl)ccc3n2)ccc1O,0.88,-0.7,0.3,-1.2,-0.84,916,i,-34%,7,675,x,x,x,x,x,x,x,-0.2,1365

# Source: PubChem BioAssay (several laboratories)

# The list is partial, so the mix of outcomes need not match the whole.
